# IDH1 R132H inh = qHTS for Inhibitors of mutant isocitrate dehydrogenase 1 (IDH1): qHTS; IDH1-R132H enzyme, NADPH consumption, diaphorase/resazurin fluorescence; Potency, µM (top dose mostly 76.6 µM), for inactives: at the highest dose activity change, negative = inhibition, most hits filed as inhibitors; 0.093% of 390,000 active; note: potency is the fitted concentration of half-maximal effect; % is set by controls: 0 for no effect and ±100 for the full control effect; nearly all actives have a fitted effect of over 65% in size
# Target sequence (O75874 whole entry R132H, stated change not applied): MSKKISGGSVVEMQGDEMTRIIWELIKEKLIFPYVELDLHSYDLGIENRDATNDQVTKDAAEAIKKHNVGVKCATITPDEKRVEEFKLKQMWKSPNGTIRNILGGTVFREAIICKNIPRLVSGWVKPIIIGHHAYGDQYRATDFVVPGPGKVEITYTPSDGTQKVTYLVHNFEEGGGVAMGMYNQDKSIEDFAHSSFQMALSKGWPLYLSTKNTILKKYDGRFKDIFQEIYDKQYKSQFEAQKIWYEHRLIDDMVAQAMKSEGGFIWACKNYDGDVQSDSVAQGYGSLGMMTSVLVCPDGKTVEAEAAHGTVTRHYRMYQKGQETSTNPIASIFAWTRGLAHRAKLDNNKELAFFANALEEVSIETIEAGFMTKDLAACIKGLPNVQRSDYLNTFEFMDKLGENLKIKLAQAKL
#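 IDH1-R132H (0.5 ug/mL dispensed) in pH 7.5 Tris buffer was preincubated 30 min with compound, then given a substrate mix of 0.016 mM NADPH and 2 mM alpha-KG for 80 min at room temperature; remaining NADPH was read by diaphorase/resazurin fluorescence.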
# TrxR1 inh = qHTS Assay for Inhibitors of Mammalian Selenoprotein Thioredoxin Reductase 1 (TrxR1): qHTS | Thioredoxin reductase 1, cytoplasmic (Rattus norvegicus), O89049 | recombinant rTrxR1, NADPH fluorescence consumption, selenite substrate | Potency, µM (top dose mostly 114 µM), for inactives: at the top dose activity change, negative = inhibition, most hits filed as inhibitors | 1% of 390,000 active | AID 588453, 2011; note: potency is the fitted concentration of half-maximal effect; % is set by controls: 0 for no effect and ±100 for the full control effect; nearly all actives have a fitted effect of over 65% in size
#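 Rat TrxR1 (90 nM in the dispensed reagent) was pre-reduced with 400 uM NADPH for 5 min at room temperature, then incubated with compound for 15 min. After 400 uM selenite was added, NADPH fluorescence (Ex 340/Em 450 nm) was followed for 8 min.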
# USP1-UAF1 inh = Inhibitors of USP1/UAF1: Primary Screen | 0.23% of 390,000 active | recombinant USP1/UAF1, Ub-Rhodamine cleavage fluorescence | Ubiquitin carboxyl-terminal hydrolase 1 (Homo sapiens), O94782 | Potency, µM (doses to about 57.1 µM), without a hit: at the highest dose activity change, negative = inhibition, usual class: inhibitors; note: potency is the fitted concentration of half-maximal effect; % is set by controls: 0 for no effect and ±100 for the full control effect; nearly all actives have a fitted effect of over 60% in size; inactives centre near -12
#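 Step one: compound is pinned into 1nM USP1/UAF1 in HEPES pH 7.8 buffer with TCEP. Step two: 15 min room-temperature incubation. Step three: Ub-Rho (150nM final) starts cleavage, tracked by fluorescence over six one-minute reads.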
# GLS inhibitor = qHTS for Inhibitors of Glutaminase (GLS); Glutaminase kidney isoform, mitochondrial (Homo sapiens), O94925; GLS enzymatic activity, qHTS titration; Potency, µM (titrated, usually from 45.5 µM), for the others: at the top dose activity change, negative = inhibition, most hits filed as inhibitors; 0.21% of 410,000 active; AID 624170, 2012; note: potency is the fitted concentration of half-maximal effect; % is set by controls: 0 for no effect and ±100 for the full control effect
# Target sequence (O94925 whole entry, looked up, canonical isoform): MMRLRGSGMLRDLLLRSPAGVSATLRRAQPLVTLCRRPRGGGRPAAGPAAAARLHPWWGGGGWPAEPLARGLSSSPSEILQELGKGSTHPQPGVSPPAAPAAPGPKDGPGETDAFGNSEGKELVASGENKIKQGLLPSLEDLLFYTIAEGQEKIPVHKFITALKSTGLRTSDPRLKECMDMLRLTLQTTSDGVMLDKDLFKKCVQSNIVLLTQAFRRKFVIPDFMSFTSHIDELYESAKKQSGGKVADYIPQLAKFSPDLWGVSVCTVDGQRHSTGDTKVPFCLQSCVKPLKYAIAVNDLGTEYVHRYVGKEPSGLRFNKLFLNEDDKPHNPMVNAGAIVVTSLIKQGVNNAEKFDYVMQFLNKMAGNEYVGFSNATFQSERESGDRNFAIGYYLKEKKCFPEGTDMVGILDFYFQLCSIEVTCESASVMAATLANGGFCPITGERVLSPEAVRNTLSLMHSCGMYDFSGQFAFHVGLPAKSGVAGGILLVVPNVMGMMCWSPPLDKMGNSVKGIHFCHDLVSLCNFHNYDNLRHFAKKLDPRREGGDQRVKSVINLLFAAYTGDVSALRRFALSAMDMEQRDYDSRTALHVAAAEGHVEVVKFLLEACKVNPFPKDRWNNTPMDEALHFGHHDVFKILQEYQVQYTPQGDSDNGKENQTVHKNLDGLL
#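 hKGA in 45 mM KH2PO4 pH 8.2, 0.02% Tween-20 with pin-transferred compounds; 1 mM L-glutamine (stock) plus glutamate oxidase/HRP/Amplex Red coupling added. Fluorescence read initially and after 30 min at RT.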
# TrxR1 substrate = qHTS Assay for Substrates of Mammalian Selenoprotein Thioredoxin Reductase 1 (TrxR1): qHTS; Thioredoxin reductase 1, cytoplasmic (Rattus norvegicus), O89049; purified TrxR1 substrate turnover, NADPH consumption readout; Potency, µM (top dose mostly 114 µM), for inactives: at the highest dose activity change, negative = substrate turnover; 0.01% of 390,000 active; AID 588456, 2011; note: potency is the fitted concentration of half-maximal effect; % is set by controls: 0 for no effect and ±100 for the full control effect; nearly all actives have a fitted effect of over 50% in size
#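 Rat TrxR1, dispensed at 90 nM, was prereduced with 400 uM NADPH (final) for 5 min at ~22 deg C, then incubated with compound 15 min before 400 uM selenite. A first-read NADPH fluorescence drop versus no-compound background flagged substrates.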
# Tb PGK inh = qHTS Assay to Find Inhibitors of Phosphoglycerate Kinase; Phosphoglycerate kinase, glycosomal (Trypanosoma brucei brucei), P07378; PGK/GAPDH coupled, Kinase-Glo luminescence, 60 min; Potency, µM (titrated, usually from 57.5 µM), for inactives: at the highest dose activity change, negative = inhibition, most hits filed as inhibitors; 0.043% of 380,000 active; AID 602233, 2012; note: potency is the fitted concentration of half-maximal effect; % is set by controls: 0 for no effect and ±100 for the full control effect; nearly all actives have a fitted effect of over 60% in size
#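 Recombinant glycosomal PGK reaction used 1,3-bisphosphoglycerate generated in-well by GAPDH (100nM final) in 100mM TEA pH 7.6, 5mM MgCl2, 0.01% Tween-20. After 60 minutes at room temperature, ATP was read by Kinase-Glo Plus luminescence end-point.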
# Pin1 inh = qHTS Assay to Find Inhibitors of Pin1; 0.009% of 390,000 active; Pin1 FP peptide displacement, HiFluor488, 10 min; AID 504891, 2011; Peptidyl-prolyl cis-trans isomerase NIMA-interacting 1 (Homo sapiens), Q13526; Potency, µM (highest dose often 115 µM), for inactives: at the highest dose activity, negative = inhibition, actives largely listed as inhibitors; active = well fitted inhibition curve with a large enough effect in the polarisation, with a control signal flat, not every such curve was filed as active; inconclusive = small, poorly fitted or top-dose-only effect, or effect the other way, or a change in a side signal; inactive = no such curve, though single readings can be large or run the other way; the % refers to the polarisation; note: potency is the fitted concentration of half-maximal effect; % is set by controls: 0 for no effect and ±100 for the full control effect
# HP1b chromo inh = HTS for Inhibitors of HP1-beta Chromodomain Interactions with Methylated Histone Tails; Chromobox protein homolog 1 (Homo sapiens), P83916; AlphaScreen HP1-beta / biotin-H3K9me3 peptide binding; Potency, µM (titrated, usually from 114 µM), without a hit: at the top dose activity change, negative = inhibition, hits mostly inhibitors; 0.56% of 390,000 active; AID 540317, 2011; note: potency is the fitted concentration of half-maximal effect; nearly all actives have a fitted effect of over 70% in size; inactives centre near 23
#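 HP1-beta protein (50 nM final) preincubated 30 min at room temperature with biotinylated H3(1-18)K9me3 peptide (50 nM) in PBS pH 7.4, 0.01% Tween-20, then compound added for 30 min. AlphaScreen streptavidin donor/nickel chelate acceptor beads (10 ug/mL final), 30 min dark, luminescence read.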
# PI4K2A inh = qHTS for small molecular inhibitors of PI4K2A. activity change, negative = inhibition, % at 76.9 µM. AID 1346378, 2018. Phosphatidylinositol 4-kinase type 2-alpha (Homo sapiens), Q9BTU6. 0.13% of 420,000 active. purified PI4K2A, ADP-Glo luminescence, 1 h; active compounds read low; in the data active = activity change below about -50%; inconclusive = mostly about -30% to -49%;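 note: -100% = wells without enzyme as full effect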
#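 ADP-Glo luminescence measured ADP generated by PI4K2A enzyme (4 ug/mL before mixing) with 1.2 mM PI substrate (pre-mix) and 300 microM ATP (pre-mix). Tris pH7.5 buffer with MgCl2, Triton X-100; 1 h reaction at ambient temperature.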
# * marks the source's active call; other numbers are inactive results; i = inactive; ? = inconclusive; . = no result given; & = joins results of further samples; [ ] = another dose, or the depositor's remark. Unless noted, calls come from the whole dose curve; as a rule, active = well fitted curve in the direction sought with a large enough effect; inconclusive = small, poorly fitted or top-dose-only effect, or another doubt; inactive = no such curve, though single readings can be large; an effect the other way counts as inactive or inconclusive.
SMILES,IDH1 R132H inh,TrxR1 inh,USP1-UAF1 inh,GLS inhibitor,TrxR1 substrate,Tb PGK inh,Pin1 inh,HP1b chromo inh,PI4K2A inh
CCc1ccc(-c2csc3ncn(Cc4ccc(C(=O)O)cc4)c(=O)c23)cc1,-8%,6%,-11%,3%,0%,-3%,5%,24%,-1
N/C(=N\OC(=O)CCCOc1ccccc1)c1cccc(Br)c1,-1%,17%[57.1 µM],-14%,10%,8%[57.1 µM],-2%,-1%,122%[activator],-1
CCc1ccc(-n2c(C)nnc2SCc2nc(-c3ccc(OC)cc3)no2)cc1,-7%,-9%,-22%,-5%,-6%,8%,-5%,30%,-6
O=C(COC(=O)Cc1ccsc1)NC1CCCCCC1,8%,5%[57.1 µM],3%,0%,13%[57.1 µM],-2%,-4%,26%,-3
CC(C)(C)c1csc(NC(=O)Cn2cnc3ccccc3c2=O)n1,4%,-15%,-20%,-12%,-6%,-3%,-3%,?,-3
Cc1ccc(-c2csc(NC(=O)c3cc([N+](=O)[O-])ccc3N3CCOCC3)n2)cc1,-1%,13%,-19%,-1%,-4%,i,-6%,13%,-4
COc1ccccc1NS(=O)(=O)c1ccc(NC(=O)c2ccccn2)cc1,-4%,-6%,-12%,19%,-8%,10%,1%,17%,-1
CS(=O)(=O)N(Cc1cc2ccccc2[nH]c1=O)C1CCCCC1,-2%,-11%,-8%,0%,-4%,-3%,7%,20%,3
COc1ccc(C(=O)NC(=S)Nc2ccc([N+](=O)[O-])cc2C)cc1OC,0%,?,-10%,4%,0%,-7%,14%,2%,3
O=C1Cc2ccccc2C(c2ccc(Br)cc2)N1 (centres undefined),4%,4%,-11%,23%,4%,.,-2%,33%,6
Cc1nc2ccn(Cc3cccs3)c(=O)c2cc1C(=O)N1CCN(c2ccc(F)cc2)CC1,25%,32%[57.1 µM],-15%,-2%,15%[57.1 µM],-6%,34%[activator],71%[activator],-1
CC(C)(C)C(=O)Nc1nnc(CCc2ccccc2)s1,6%,-7%[57.1 µM],0%,1%,-7%[57.1 µM],5%,5%,25%,0
CC(C)Cc1ccc(C(C)C(=N)N)cc1 (centres undefined),8%,35%[11.4 µM],-8%,-25%,-16%[11.4 µM],-2%,-6%,32%,-3
CCOc1ncccc1C(=O)OCC(=O)c1cc(OC)c(OC)c(OC)c1,7%,16%,-20%,4%,4%,i,-6%,10%,0
COC(=O)c1ccc(Cn2nc(-c3ccc(C)cc3)ccc2=O)cc1,0%&2%,22%&7%,-19%&-5%,-5%&-9%,1%&3%,-12%&-8%,21%&-1%,21%&87%,2&1
Cc1c(Cl)cccc1NC(=S)N(CCCN1CCOCC1)Cc1cccs1,6%,-8%[57.1 µM],-15%,1%,7%[57.1 µM],-4%,-1%,-4%,4
O=C(CN1CCN(Cc2ccccc2)C1=O)NCc1ccc(Cl)cc1,3%,14%[57.1 µM],-9%,7%,16%[57.1 µM],5%,-11%,26%,2
O=C(c1ccccc1)N(Cc1ccc2c(c1)OCO2)Cc1nc2ccccc2c(=O)[nH]1,9%,17%,-3%,8%,5%,i,7%,33%[activator],6
CCn1nnnc1SCC(=O)NNC(=O)C1CCCCC1,3%,5%,-4%,2%,2%,-3%,6%,18%,0
COCC(=O)N(Cc1cc2ccc(C)cc2[nH]c1=O)c1cccc(C)c1,14%,23%,-21%,-12%,5%,-3%,-1%,32%,-1
CCCCN(C(=O)CNC(=O)c1ccco1)C(C(=O)NC1CCCC1)c1ccc(OC)cc1 (centres undefined),-2%,-3%[57.1 µM],0%,12%,-11%,-1%,2%,19%,-4
O=S1(=O)CCO[C@H]2Cc3ccccc3[C@H]2N1Cc1ccc(Cl)cc1,-4%,18%&26%,-6%,6%,-6%&-4%,-6%,-1%,45%[activator],1
COc1cccc(CNC(=O)CS(=O)(=O)Cc2nc(-c3ccc(C)cc3)oc2C)c1OC,-4%,11%[57.1 µM],-3%,2%,0%[57.1 µM],-4%,?,17%,-2
O=C(NCc1ccc(F)cc1)c1cc2ccccc2o1,-4%,11%,?,3%,3%,4%,2%,40%[activator],4
Cc1ccccc1NC(=O)Cc1nc(COC(=O)CCNS(=O)(=O)c2ccccc2)cs1,-1%,21%[57.1 µM],-11%,?,3%[57.1 µM],0%,13%,10%,2

# Continued.
SMILES,IDH1 R132H inh,TrxR1 inh,USP1-UAF1 inh,GLS inhibitor,TrxR1 substrate,Tb PGK inh,Pin1 inh,HP1b chromo inh,PI4K2A inh
COc1ccc(/C=C/C(=O)NC(=S)Nc2ccc(S(N)(=O)=O)cc2)cc1,7%,18%,-6%,0%,1%,-3%,3%,15%,-2
Nc1nonc1C(=Nc1ccc(Br)cc1)NO,0%,18%,-24%,27%,4%,2%,-3%,18%,1
CCN1CCc2c(sc(NC(=O)c3ccc(S(=O)(=O)N4CCOCC4)cc3)c2C(=O)OC)C1,5%,20%,-6%,2%,15%[57.1 µM],-1%,?,29%,-8
O=C(NCc1ccccn1)c1ccc([N+](=O)[O-])cc1,2%,22%,-13%,6%,4%,-7%,-2%,29%,-5
CCOc1ccccc1NC(=O)C(NCCN(C)C)c1ccccc1 (centres undefined),3%,17%,-23%,3%,6%,3%,0%,-5%,1
CCOc1ccccc1CN1CCNC(=O)C1CC(=O)NCc1nccn1CC (centres undefined),1%,-12%,-15%,-5%,1%,-8%,-2%,41%[activator],-3
CCCS(=O)(=O)N1CCC(C(=O)NCCN2CCC(Cc3ccccc3)CC2)CC1,3%,-1%,-9%,-6%,-4%,-5%,-4%,35%,3
CCn1nc(C(=O)NCC2COc3ccccc3O2)c2ccccc2c1=O (centres undefined),1%,6%,-1%,-2%,-10%,4%,-12%,26%,-6
COc1cccc(OCc2nnc(SCC(=O)OC3CCCCC3)n2C)c1,2%,3%,-6%,-1%,2%,i,-3%,23%,-3
CCOc1ccc(C(O)Cn2c(=N)n(CCN3CCCCC3)c3ccccc32)cc1 (centres undefined),6%,-9%[57.1 µM],-15%,14%,2%[57.1 µM],2%,-3%,29%,5
CCOc1ccc(NC(=O)CN2C(=O)C3CC=CCC3C2=O)cc1 (centres undefined),-3%,5%,-13%,3%,6%[57.1 µM],7%,-2%,40%[activator],0
Cc1ccc(S(=O)(=O)c2nc(-c3ccco3)oc2N2CCC(C)CC2)cc1,1%,?,-8%,4%,-7%,-9%,11%,-6%,2
CCOC(=O)C(NC(=O)c1ccc(F)cc1)(Nc1sc2c(c1C(N)=O)CCC2)C(F)(F)F (centres undefined),-1%,?,-19%,-9%,-2%,-9%,4%,11%,-4
COc1ccccc1N(CC(O)CN1C(=O)NC(C)(C)C1=O)S(=O)(=O)c1ccc(C)cc1 (centres undefined),4%,7%,2%,10%,10%[57.1 µM],-7%,1%,3%,-2
Cc1cc(C)c(NC(=O)CSc2nc3ncc(Cl)cc3[nH]2)c(C)c1,-16%,-12%,-16%,4%,-10%,5%,12%,53%[activator],0
COc1ccc2oc(=O)c(C(=O)NCC3CCCO3)cc2c1 (centres undefined),3%,0%[57.1 µM],-21%,8%,190%[activator],2%,9%,39%,-2
C(#Cc1ccc2c(c1)COc1c3ccccc3nn1-2)c1ccccc1,-5%,-32%,?,2%,-7%,-1%,?,35%,-8
CC1=CC(=O)C=C/C1=C(/c1ccc(O)cc1C)c1ccccc1S(=O)(=O)O,-7%,8%,-11%,2%,-11%,-14%,-10%,0%,1
CC(=O)C(C(C)=O)C(NC(=O)c1cccnc1)(C(F)(F)F)C(F)(F)F,-3%,-4%[57.1 µM],3%,?,4%[57.1 µM],-4%,-11%,20%,-8
COc1ccc(NC(=S)N(CCc2c(C)[nH]c3ccc(C)cc23)Cc2cccnc2)cc1,-26%,11%,-7%,3%,-2%,-3%,62%[activator],-22%,2
CCCc1cc(=O)[nH]c2nnc(SC(C)CC)n12 (centres undefined),5%,8%[57.1 µM],0%,2%,6%[57.1 µM],1%,-2%,49%[activator],0
CC1(C)COC(c2ccc3c(c2)OCO3)OC1,4%,18%[57.1 µM],-14%,-2%,11%[57.1 µM],-5%,-1%,6%[57 µM],4
COc1cc(C(=O)NCC(=O)Nc2c(C)cccc2C)ccc1OCC(=O)N1CCOCC1,6%,12%,0%,8%,5%[57.1 µM],10%,0%,22%,-3

# Compound activity: PubChem, National Center for Advancing Translational Sciences (NCATS)

# Only part of the results is shown; count on the stated rates, not on these rows.
